Bioassay records deposited in PubChem BioAssay by Sanford-Burnham Center for Chemical Genomics.
TIM10 inh = inhibits growth of TIM10 yeast strain; S. cerevisiae TIM10 strain growth, BacTiter-Glo luminescence, 24 h; inhibition, % at 10 µM; 330,000 tested, 1.4% active; AID 463195;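 active = inhibition of 40% or more at the single tested concentration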;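 also: wild-type TIM10 isogenic control strain grown at permissive 25 °C; 0% = DMSO yeast wells and 100% = minimal medium wells without yeast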
tim23-1 inh = growth inhibitors of tim23-1 mutant yeast. S. cerevisiae tim23-1 growth, BacTiter-Glo luminescence, 24 h. inhibition, % at 20 µM. 330,000 tested, 1.3% active. AID 463212;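 active = growth inhibition of the mutant yeast at or above 50%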;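 also: temperature-sensitive mutant grown at 25 °C; plate controls were DMSO-treated mutant yeast for no effect and medium wells lacking yeast for full effect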
UPR CHOP act = activators of apoptotic arm of unfolded protein response (CHOP). CHO-CHOP luciferase reporter, UPR activation, luminescence; percent of tunicamycin response over DMSO baseline. activation, % at 10 µM. 330,000 tested, 0.34% active. AID 449763;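 active = at 10 µM dose, activation of 40% or more, normalized to positive control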;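 also: 100% = tunicamycin at 10 µg/mL and 0% = DMSO alone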
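Test system: CHO CHOP reporter cells. Input: 500 CHO-CHOP cells per well. Medium: F12 with 10% FBS. Technique: luciferase luminescence. Measure: percent activation relative to tunicamycin control. Dosing: 10 µM compound, 0.5% DMSO. Timing: 16-18 h cell attachment, then 6 h compound exposure, 37 °C.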
Mdm2-MdmX inh = inhibitors of human Mdm2/MdmX interaction; O15151+Q00987; SaOS-2 split-luciferase Mdm2/MdmX complementation, luminescence; inhibition, % at 8 µM; 330,000 tested, 3% active;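 active = inhibition of at least 50% at 8 µM in the primary screen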
tim10-1 inh = inhibits growth of tim10-1 mutant yeast; S. cerevisiae tim10-1 ts strain growth, BacTiter-Glo, 24 h; inhibition, % at 20 µM; 330,000 tested, 2.2% active; AID 463190;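 active = inhibition of at least 40%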;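 also: mutant grown at 25 °C; 0% = DMSO wells with yeast and 100% = wells holding no yeast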
CXCR6 inh = CXCR6 (human) receptor inhibition; O00574; inhibition, % at 20 µM; CHO-K1 PathHunter CXCR6 beta-arrestin, luminescence; 360,000 tested, 0.36% active; in the data active = inhibition above about 34%, passing the limit was not always enough;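 also: antagonist mode with CXCL16 agonist at 10 nM final; 0% = 10 nM CXCL16 with DMSO and 100% = unstimulated wells without agonist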
Target sequence (O00574 whole entry, looked up): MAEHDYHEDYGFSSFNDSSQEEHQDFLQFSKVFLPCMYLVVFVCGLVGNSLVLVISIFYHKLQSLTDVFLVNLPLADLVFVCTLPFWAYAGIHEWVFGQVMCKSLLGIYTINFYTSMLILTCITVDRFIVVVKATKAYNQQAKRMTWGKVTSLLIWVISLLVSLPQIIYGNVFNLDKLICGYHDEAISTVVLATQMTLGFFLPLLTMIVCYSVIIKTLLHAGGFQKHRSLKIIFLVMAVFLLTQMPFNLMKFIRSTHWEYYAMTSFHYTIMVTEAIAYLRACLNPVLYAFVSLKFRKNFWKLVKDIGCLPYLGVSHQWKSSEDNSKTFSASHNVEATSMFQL
APJ antag = antagonists of human APJ apelin receptor. 330,000 tested, 0.32% active. inhibition, % at 20 µM. CHO-K1 APJ beta-arrestin complementation, luminescence. P35414;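 active = inhibition above about 40% at 20 µM, limit read from the data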;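 also: cells challenged with 10 nM apelin-13 agonist together with compound; plate controls were apelin-13 plus DMSO wells for no effect and DMSO wells lacking apelin-13 for full effect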
Target sequence (P35414 whole entry, looked up): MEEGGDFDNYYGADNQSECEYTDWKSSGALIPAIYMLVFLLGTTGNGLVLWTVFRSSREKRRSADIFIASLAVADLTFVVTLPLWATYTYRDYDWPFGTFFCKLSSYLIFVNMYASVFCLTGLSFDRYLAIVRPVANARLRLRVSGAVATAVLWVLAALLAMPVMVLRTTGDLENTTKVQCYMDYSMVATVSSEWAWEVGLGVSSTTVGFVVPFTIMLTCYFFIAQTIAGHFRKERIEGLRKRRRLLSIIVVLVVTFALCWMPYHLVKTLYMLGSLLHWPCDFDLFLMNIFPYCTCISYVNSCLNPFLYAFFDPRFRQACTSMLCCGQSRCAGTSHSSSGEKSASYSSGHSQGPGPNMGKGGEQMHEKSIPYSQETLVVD
XBP1 UPR activ = activators of adaptive arm of unfolded protein response (XBP1) | CHO-XBP1 luciferase reporter, IRE1-XBP1 UPR activation, luminescence; percent of tunicamycin response, DMSO as zero | activation, % at 20 µM | 330,000 tested, 0.33% active | AID 463104;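 active = versus positive control, 20 µM dose yields 30% or more activation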;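 also: 100% = tunicamycin at 10 µg/mL and 0% = DMSO only wells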
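Assay system: IRE1-XBP1 luciferase reporter CHO line. Input: 1000 cells/well. Buffer or medium: F12 with 10% serum. Doses: 20 µM, 1% DMSO. Times: overnight seeding at 37 °C, 6 h compound treatment at 37 °C. Technique: Steady-Glo luciferase glow luminescence, 10 min after reagent addition.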
APJ ag = agonists of human APJ apelin receptor | P35414 | CHO-K1 APJ PathHunter beta-arrestin, luminescence; 0% DMSO wells, 100% apelin | activation, % at 20 µM | 330,000 tested, 0.11% active;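 active = activation more than six SD over the plate average, tested at 20 µM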;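 also: 0% = DMSO alone and 100% = apelin-13 at 10 nM; some results filed as inactive read as strong as hits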
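Test system: CHO-K1 APJ beta-arrestin complementation cell line | Compound: Single test compound dose, 20 µM final, 1% DMSO | Incubation: Compound 90 min 25 °C, reagent 1 h | Measured by: beta-gal luminescence | Read-out basis: APJ–arrestin association signal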
An asterisk follows results filed as active. A portion of the library, so the mix of outcomes need not match the whole.

Structure,TIM10 inh,tim23-1 inh,UPR CHOP act,Mdm2-MdmX inh,tim10-1 inh,CXCR6 inh,APJ antag,XBP1 UPR activ,APJ ag
O=C(NC1CCCCC1)C(c1ccco1)N(C(=O)c1csnn1)C1CCCC1 (stereo not drawn),2,20,-1.1,2,14,0,9,-2,-5
COc1ccc(C2(C(=O)NCCN3CCOCC3)CCOCC2)cc1,0,4,1.1,15,2,-10,7,-2,-4
CCCN1CCC(=O)N(CCN=[N+]=[N-])CC1,-2,-4,0.6,-15,-16,0,-76,0,-1
O=C(CSc1nc2ccccc2n1S(=O)(=O)c1ccccc1)N1CCCCC1,5,5,9.1,10,8,-2,13,-1,-2
Cn1c(SCC(=O)Nc2nc(C(C)(C)C)cs2)nnc1C1CC1,0,14,-1.2,22,6,-9,5,-6,-1
COc1ccc(S(=O)(=O)Nc2c(C(=O)O)[nH]c3ccccc23)cc1OC,1,1,3.1,7,-9,-9,-5,-1,0
Cn1c(OCc2ccc3c(c2)OCO3)nc2c1c(=O)n(Cc1ccc(Cl)c(Cl)c1)c(=O)n2C,11,17,1.4,14,-9,-2,1,0,2
O=S(=O)(NCC(c1cccnc1)N1CCOCC1)c1ccc(Cl)cc1 (stereo not drawn),0,-5,-1.0,14,25,-11,3,2,-2
O=C(Nc1cccc(Cl)c1)Nc1ccnc(-c2cccnc2)n1,2,-17,2.3,14,9,-5,-23,3,2
COC(=O)c1cc(OC)c(OC)cc1NC(=O)c1ccc(C)cc1,13,-9,-2.3,18,34,-2,5,2,-3
O=C(O)CCn1ncc2ccccc2c1=O,5,19,0.4,-13,22,0,0,3,-1
COc1ccc(NC(=O)C23CCC(C2)C(C)(C)C3=O)cc1 (stereo not drawn),6,-4,-1.3,16,16,-4,24,1,-2
CC(C)(C)n1nnnc1C(c1cccs1)N(Cc1ccc(Cl)cc1)CC1CCCO1 (stereo not drawn),41*,41,1.7,56*,35,2,5,0,-1
Cc1cc(Cl)ccc1Oc1nc(-c2ccc(F)cc2)ccc1C#N,-9,-6,0.8,11,2,5,-15,1,-1
CCCOC(=O)c1ccc(Nc2cc(C)nc3ncnn23)cc1,13,24,1.5,30,25,4,-10,0,-4
Cc1cccc(C)c1OCC(O)CNC(C)c1ccccc1 (stereo not drawn),8,4,-1.8,-17,5,-7,2,-1,-5
COc1ccc(CNC(=O)CN2CCN(S(=O)(=O)c3cc(Br)ccc3Br)CC2)cc1OC,8,9,-0.5,26,6,1,-40,-1,-3
COc1ccccc1NS(=O)(=O)c1cccc(C(=O)N/N=C/c2c(CO)cnc(C)c2O)c1,-5,34,0.1,24,26,-7,-38,-1,0
C=CCn1c(COc2cccc3cccnc23)nnc1SCC(=O)OC,5,16,1.8,17,16,-1,8,2,-3
Cn1cccc1Cc1nnc(SCC(=O)NCc2ccccc2)n1-c1ccc(F)cc1,4,17,-0.9,-15,19,1,8,-1,-1
c1ccc(CSc2nnc3ccc(-c4ccncc4)nn23)nc1,-19,-6,0.4,1,4,-6,16,-1,-2
Cc1cc(=O)[nH]c(-c2cccs2)n1,13,4,0.8,-22,2,0,-14,-3,1
C=CCN1C(=O)CS/C1=N/c1nccs1,-1,6,0.8,1,13,-2,20,0,-1
COc1ccc(C(=O)N=c2sc3ccccc3n2C)cc1OC,16,36,4.2,-65,6,4,0,4,0
C=CCn1c(=S)[nH]c2cc(C(=O)Nc3ccc(OC)c(OC)c3)ccc2c1=O,-2,-14,2.1,17,-13,4,16,-9,2
Cn1c(=O)c2c(SCC(=O)Nc3nccs3)nc(C3CC3)nc2n(C)c1=O,0,10,1.4,-7,8,-16,-8,9,2
CC1(C(=O)OCC(=O)Nc2cccc(S(=O)(=O)NC3=NCCCCC3)c2)CC1(Cl)Cl (stereo not drawn),-3,14,-0.3,2,13,-5,-8,1,-3
O=C1NC(c2ccc(Br)cc2)Oc2ccccc21 (stereo not drawn),-4,30,-2.8,29,15,-13,15,-5,-1
C[n+]1ccccc1/C=C/c1ccc([N+](=O)[O-])cc1,17,5,-0.4,22,7,-10,-3,-3,-2
N#Cc1cc2c(nc1Cl)CCCC2,2,-6,-0.4,-12,6,2,-8,-2,-2
NC(=O)COc1ccccc1C(=O)O,-3,18,0.4,-2,8,-1,-13,-1,-4
Cc1cc(N2CCCCCC2)nc2ccccc12,-16,10,0.2,-9,-11,2,9,-3,-6
Nn1c(SC/C=C/c2ccccc2)nnc1-c1ccncc1,-20,2,1.6,7,23,-12,-5,-1,1
Cc1cccc(NC(=O)c2nc[nH]c2C(=O)N2CCc3ccccc3C2)c1,18,31,0.0,5,21,11,8,-2,-2
CC(=O)NS(=O)(=O)c1ccc(NC(=O)/C=C/c2ccccc2)cc1,5,-2,1.4,6,-11,-1,5,0,-5
CCOC(=O)N1CCN(C(=O)c2noc(C(C)C)c2[N+](=O)[O-])CC1,8,-5,0.0,-2,-3,-1,-64,-2,-2
COC(C(=O)Nc1ccnn1C1CCN(Cc2cnn(C)c2)CC1)c1ccccc1 (stereo not drawn),-2,-12,1.6,23,-22,8,-29,-6,3
CCC1CCCCN1C(=O)CSc1nc2c(cnn2-c2ccc(C)cc2)c(=O)[nH]1 (stereo not drawn),-5,-2,1.9,-11,4,4,12,1,3
COc1ccc(N=C2NC(=O)C(CC(=O)NCCc3ccc(OC)c(OC)c3)S2)cc1 (stereo not drawn),3,11,-0.6,26,11,7,2,-1,-3
CC(=O)Nc1ccc(S(=O)(=O)NCC(=O)OCC(=O)N2CCc3ccccc32)cc1,9,7,2.0,-12,18,-2,7,-1,1
Cc1ccc(NC(=O)N(Cc2cccnc2)Cc2ccco2)cc1C,14,0,2.1,21,15,-2,6,-2,-2
COc1cc(Cl)c(C)cc1NC(=S)NN,32,44,3.4,-17,41*,4,-4,-1,-7
COc1ccc(/C=C\c2cc(OC)c(OC)cc2CC[N+](C)(C)C)cc1OC,19,2,-0.8,5,4,-3,-5,-3,0
COc1ccccc1C(=O)NC(=O)COC(=O)CN1C(=O)NC2(CCCCC2C)C1=O (stereo not drawn),8,9,1.6,20,-4,14,-50,0,-4
COc1ccccc1-c1cnn2c(NCc3ccccc3)cc(C)nc12,0,18,5.8,-11,19,4,0,-2,-2
CSc1ccc(S(=O)(=O)NCc2ccc(Cl)cc2)cc1,27,30,1.8,31,45*,-5,16,0,-5
NC(=O)c1cc([N+](=O)[O-])ccc1NCc1ccccn1,0,3,1.2,-6,-6,-3,-63,1,7
C=CCN1C(=O)N(CC=C)c2cccc3cccc1c23,14,14,-0.9,6,17,-1,-33,0,5
O=C(NCc1ccco1)c1ccc2c(c1)C(=O)N(Cc1ccccc1)C2=O,-11,16,0.5,5,30,7,-7,-2,-7
O=C(Nc1ccc(S(=O)(=O)Nc2nccs2)cc1)/C(=C/c1ccccc1Cl)NC(=O)c1ccccc1,10,10,1.3,12,22,10,-6,-3,4
Cc1ccc2nc(NC(=O)Cn3nc(C)c([N+](=O)[O-])c3C)sc2c1,48*,51*,0.2,7,25,13,-6,-1,0
O=C(Nc1ccccc1[N+](=O)[O-])c1cc2ccccc2nc1Cl,-22,-31,22,64*,-9,-6,6,4,-1
CC(=O)c1cccc(NC(=O)c2ccc(NS(=O)(=O)c3c(C)noc3C)cc2)c1,-13,11,0.9,14,2,-3,-8,-1,0
O=C(CCC(=O)N1CCOc2ccc(Cl)cc21)NCc1ccccc1,3,5,2.0,22,15,-6,8,-3,-2
O=C(Nc1nc(-c2cccc3ccccc23)cs1)c1ccc2c(c1)S(=O)(=O)c1ccccc1C2=O,-19,-27,34,95*,-6,22,33,25,-4
Cc1ccccc1NC(=O)CSCc1nc(N)nc(Nc2ccccc2C)n1,14,-7,0.3,-8,17,5,15,-2,-5
Cc1cc(OC(=O)c2c(C)cc(OC(=O)c3c(C)cc(O)cc3O)cc2O)cc(O)c1C(=O)O,8,34,2.9,21,31,2,-22,1,-2
CCOC(=O)COc1cccc2c(=O)n(CC(N)=O)ccc12,-5,9,-1.5,-14,0,6,-9,0,-6
Cc1ccc(Cl)cc1N(CC(=O)NCc1ccccc1)S(C)(=O)=O,-12,14,2.2,33,6,-3,-9,-2,-2
Cc1ccc2oc(=O)n(CC(=O)OCCC(C)C)c2c1,13,11,-0.5,9,8,-8,-12,1,-1

Four records drawn at random from those above, as already listed:
Structure,TIM10 inh,tim23-1 inh,UPR CHOP act,Mdm2-MdmX inh,tim10-1 inh,CXCR6 inh,APJ antag,XBP1 UPR activ,APJ ag
O=C(Nc1nc(-c2cccc3ccccc23)cs1)c1ccc2c(c1)S(=O)(=O)c1ccccc1C2=O,-19,-27,34,95*,-6,22,33,25,-4
Cc1ccc2oc(=O)n(CC(=O)OCCC(C)C)c2c1,13,11,-0.5,9,8,-8,-12,1,-1
C=CCN1C(=O)N(CC=C)c2cccc3cccc1c23,14,14,-0.9,6,17,-1,-33,0,5
CCOC(=O)N1CCN(C(=O)c2noc(C(C)C)c2[N+](=O)[O-])CC1,8,-5,0.0,-2,-3,-1,-64,-2,-2

Remaining list, next part
Structure,TIM10 inh,tim23-1 inh,UPR CHOP act,Mdm2-MdmX inh,tim10-1 inh,CXCR6 inh,APJ antag,XBP1 UPR activ,APJ ag
CCc1[nH]nc(C(=O)N2CCCC(C(=O)c3cccc(OC(C)C)c3)C2)c1C (stereo not drawn),7,24,-1.9,7,14,-15,-17,-4,0
COC(=O)c1c(-c2cc(C)ccc2C)csc1NC(=O)C1CC=CCC1C(=O)O (stereo not drawn),-1,15,-1.7,13,22,11,11,4,-2
COc1ccc(C(=O)NC(=S)N2CC(C)OC(C)C2)cc1 (stereo not drawn),-40,-16,1.5,13,-40,0,4,0,-2
Cc1cc[n+](CC(=O)c2ccc3c(c2)OCCO3)cc1,0,-5,2.5,18,0,-4,0,2,-5
CCCSc1cc(=O)n(-c2ccccc2)nc1C(=O)O,1,-5,-1.7,-2,13,-9,-3,0,-3
CSCC[C@H](NC(=O)c1cc([N+](=O)[O-])ccc1Cl)c1nc2ccccc2[nH]1,20,20,-1.7,-2,19,-2,-17,-3,2
COc1cccc(NC(=O)c2ccccc2-c2nc(-c3ccc(Cl)cc3)no2)c1,-1,26,-2.7,42,33,5,6,-1,-5
COc1ccc(-n2nc(C(=O)NCC(=O)NCCC3=CCCCC3)c3ccccc3c2=O)c(OC)c1,11,-3,0.4,-4,-14,-2,6,-5,-2
COc1ccc(N2CC(C(=O)NC3CCSC3=O)CC2=O)cc1 (stereo not drawn),-12,11,-2.2,-3,15,4,6,-4,-2
COc1cccc(OC)c1OCC(=O)Nc1ccc(S(=O)(=O)N2CCCC2)cc1,0,16,0.2,3,2,-2,-3,2,3
